Compound activity (PubChem BioAssay)
Nrf2 block: Nrf2 pathway inhibition; Potency, µM (highest dose often 46 µM), for the others: at the highest dose activity change, negative = inhibition, hits mostly inhibitors; 2.1% of 360,000 active; A549 ARE-Fluc reporter, luciferase luminescence, 18-24 h; AID 504444; also: potency is read from the fitted curve at half-maximal effect; % is scaled to controls: 0 for no effect and ±100 for the full control effect; nearly all actives have a fitted effect of over 60% in size
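A549 ARE_Fluc cells (5000/well, 5% FBS OPTI-MEM) pre-incubated 2 h, then treated with compounds 18-24 h at 37C/5% CO2 in concentration-response. CellTiter-Fluor viability read first; BugLite luciferase luminescence after 15 min at room temperature gives Nrf2 activity.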
EPAC2 antag: blocks human EPAC2 exchange factor; Q8WZA2; EPAC2 GEF exchange of Rap1B-BODIPY-GDP, fluorescence; Potency, µM (doses to about 114 µM), inactives show at the top dose activity, negative = inhibition, most hits filed as inhibitors; 0.18% of 360,000 active; AID 720708; also: potency is read from the fitted curve at half-maximal effect; % is scaled to controls: 0 for no effect and ±100 for the full control effect; nearly all actives have a fitted effect of over 45% in size; many of its hits are not listed in these tables
Target sequence (Q8WZA2 whole entry, looked up): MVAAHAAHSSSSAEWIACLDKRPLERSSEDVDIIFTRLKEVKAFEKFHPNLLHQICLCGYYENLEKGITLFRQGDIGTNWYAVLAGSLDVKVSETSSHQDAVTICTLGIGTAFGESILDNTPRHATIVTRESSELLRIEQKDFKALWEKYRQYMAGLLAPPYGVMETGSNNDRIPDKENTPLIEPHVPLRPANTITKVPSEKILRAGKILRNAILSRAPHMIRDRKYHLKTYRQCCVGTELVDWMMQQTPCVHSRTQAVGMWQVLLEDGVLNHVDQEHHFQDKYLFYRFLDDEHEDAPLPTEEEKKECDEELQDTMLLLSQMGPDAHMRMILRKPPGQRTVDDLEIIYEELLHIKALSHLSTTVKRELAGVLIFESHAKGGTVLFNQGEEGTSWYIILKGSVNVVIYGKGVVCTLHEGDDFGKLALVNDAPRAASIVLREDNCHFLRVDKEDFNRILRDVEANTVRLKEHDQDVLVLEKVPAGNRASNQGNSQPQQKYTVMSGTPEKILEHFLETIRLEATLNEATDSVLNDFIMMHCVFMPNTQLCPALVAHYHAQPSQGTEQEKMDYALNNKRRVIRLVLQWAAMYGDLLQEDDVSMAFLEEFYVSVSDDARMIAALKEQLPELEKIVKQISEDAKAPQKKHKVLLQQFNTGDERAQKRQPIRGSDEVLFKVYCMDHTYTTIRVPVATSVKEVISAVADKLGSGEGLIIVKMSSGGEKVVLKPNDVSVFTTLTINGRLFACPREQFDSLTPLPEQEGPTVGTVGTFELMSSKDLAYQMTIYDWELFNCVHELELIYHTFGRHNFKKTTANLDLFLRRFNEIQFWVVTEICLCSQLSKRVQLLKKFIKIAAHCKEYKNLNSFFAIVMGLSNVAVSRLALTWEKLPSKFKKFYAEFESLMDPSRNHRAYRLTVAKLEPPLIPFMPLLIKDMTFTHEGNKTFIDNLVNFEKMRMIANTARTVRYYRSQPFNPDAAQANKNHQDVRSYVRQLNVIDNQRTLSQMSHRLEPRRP
EPAC2 agonist: agonists of human EPAC2 (RAPGEF4). EPAC2 activation, biochemical qHTS; response scale: 100% = 6.5 mM cAMP response. Potency, µM (doses to about 154 µM), inactives show at the highest dose activation, usual class: activators. 0.079% of 360,000 active. AID 720711; also: potency is read from the fitted curve at half-maximal effect; nearly all actives have a fitted effect of over 50% in size
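Each well held 100 nM EPAC2, 250 nM RAP1B-BODIPY-GDP and 50 uM GDP. Fluorescence, read at 5-min intervals to 30 min, was referenced to a 6.5 mM cAMP positive control.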
Mm-Cpn inhibitor: blocks the Methanococcus maripaludis chaperonin Mm-Cpn | purified Mm-Cpn ATPase, ADP Transcreener TR-FRET | Potency, µM (top dose mostly 76.9 µM), for inactives: top-dose activity, negative = inhibition, actives largely listed as inhibitors | 0.031% of 330,000 active; also: potency is read from the fitted curve at half-maximal effect; % is scaled to controls: 0 for no effect and ±100 for the full control effect; nearly all actives have a fitted effect of over 80% in size
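TR-FRET (320 nm excitation; 590 and 665 nm emission) reports ADP made from 10 uM ATP by 25 nM enzyme; compounds were preincubated 10 min, reaction run 30 min, both at 37°C.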
Nrf2 ARE act: Nrf2 pathway activation; 0.31% of 410,000 active; AREc32 ARE-luciferase reporter (MCF7-derived line), luminescence, 24 h; Potency, µM (titrated, usually from 46.1 µM), inactives show top-dose activation, hits mostly activators; also: potency is read from the fitted curve at half-maximal effect; % of control where 0% means no effect; nearly all actives have a fitted effect of over 65% in size
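Each well held 1000 AREc32 cells, which were incubated with compound for 24 hr at 37 deg C after overnight attachment, and ARE reporter activity was quantified by firefly luciferase luminescence.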
Akt phos inh: Akt phosphorylation inhibition; Neuro2A IGF-stimulated pAkt S473 HTRF, 20 min; hits give low values; activity change, % for hits at 50 µM; 0.32% of 360,000 active; AID 651550; in the data active = activity change below about -80%; inconclusive = mostly about -51% to -80%; also: % is scaled to controls: 0 for no effect and ±100 for the full control effect
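Single-point screen (50 µM final compound) in Neuro2A cells stimulated 20 min with 6 nM IGF at 37 deg C. After lysis, Ser473-phosphorylated Akt read by HTRF (ex 330 nm, em 615/665 nm) as the 665/615 ratio.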
A549 viability: A549 cytotoxicity, counter-screen for Nrf2 inhibitors; A549 ARE-Fluc cells, CellTiter-Fluor viability, 18-24 h; Potency, µM (series often up to 46 µM), for inactives: at the highest dose activity change, negative = cytotoxicity, usual class: inhibitors; 0.16% of 390,000 active; AID 504648; also: potency is read from the fitted curve at half-maximal effect; % is scaled to controls: 0 for no effect and ±100 for the full control effect
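A549 ARE_Fluc cells in 5% FBS OPTI-MEM were exposed to compounds in concentration-response for 18-24 h at 37 deg C. Viability was read by CellTiter-Fluor fluorescence (Ex 405/Em 525) after 30 min, before the luciferase read.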
CCT modulator: changes cytosolic chaperonin activity; purified chaperonin ATPase assay, HTRF ADP detection, 30 min; activity change, % (test concentration not listed), hits read low; 0.3% of 360,000 active; AID 651819; in the data active = activity change below about -30%; also: % is scaled to controls: 0 for no effect and ±100 for the full control effect
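TRiC at 40 or 20 nM final (batch-dependent) in 30 mM Tris pH 7.4, 100 mM KCl, 5 mM MgCl2, 1 mM DTT, with compound at single 76 uM and 10 uM ATP, 30 min at 37 deg C. ADP detected by HTRF Transcreener, 665/615 ratio.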
TGFb inhibitor: TGF-b pathway inhibition | 1.2% of 410,000 active | Potency, µM (highest dose often 46.1 µM), without a hit: at the top dose activity, negative = inhibition, most hits filed as inhibitors | HepG2 CAGA-GFP TGF-b/SMAD3 reporter, GFP fluorescence, 18 h; TGF-beta stimulated, 500 pg/mL final; also: potency is read from the fitted curve at half-maximal effect; % is scaled to controls: 0 for no effect and ±100 for the full control effect; nearly all actives have a fitted effect of over 65% in size
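Per well, imaged GFP fluorescence of HEPG2 CAGA-GFP cells gives the signal; cells get compound, then TGF-beta (500 pg/mL final), 18 h at 37 degrees C; %Activity versus -TGF-beta and +DMSO controls.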
* marks the source's active call; other numbers are inactive results; i = inactive; ? = inconclusive; nt = not tested or not shown; [ ] = remark or other dose. Unless noted, calls follow the shape of the dose curve; as a rule, active = well fitted curve in the direction sought with a large enough effect; inconclusive = small, poorly fitted or top-dose-only effect, or another doubt; inactive = no such curve, though single readings can be large; an effect the other way counts as inactive or inconclusive. These rows are one share of the data; the hit share may differ from the screen's.

SMILES | Nrf2 block | EPAC2 antag | EPAC2 agonist | Mm-Cpn inhibitor | Nrf2 ARE act | Akt phos inh | A549 viability | CCT modulator | TGFb inhibitor
Cc1ccc(NC(=O)C2CCCN2C(=O)NC2CCCCC2)cc1C (stereo not given) | 1.9% | -10.8% | -0.4% | -1.1% | -1.1% | i | -3.0% | -0.2 | 1.4%
Cc1cccc(-c2noc(-c3cc(-c4ccc(F)cc4)n[nH]3)n2)c1 | ? | nt | nt | nt | 0.4% | nt | 5.9% | nt | 5.6%
CCCn1c(=N)n(CC(=O)C(C)(C)C)c2ccccc21 | 5.4% | -4.0% | -7.2% | 0.6% | 1.9% | i | -2.7% | -0.3 | -0.7%
CCC(=O)NC(NC(=S)Nc1ccc(S(N)(=O)=O)cc1)C(Cl)(Cl)Cl (stereo not given) | -12.7% | -4.5% | 10.4% | -0.1% | 0.4% | i | 7.2% | -0.2 | -0.7%
O=C1CCCC2=C1C(c1ccc(Cl)cc1)n1c(s/c(=C\c3ccc4ccncc4c3)c1=O)=N2 (stereo not given) | 5.7% | -1.2% | 0.3% | -7.7% | 0.3% | i | -1.0% | -7.9 | 19.2%
C[C@H](CO)N1C[C@H](C)[C@@H](CN(C)S(=O)(=O)c2ccccc2C#N)OCc2cn(nn2)CCCC1=O | nt | 8.8% | 9.3% | nt | -0.5% | i | nt | -4.2 | -7.2%
CCOC(=O)c1sc(NC(=O)c2cc3nc(-c4ccccc4)cc(C(F)(F)F)n3n2)c(C(=O)OCC)c1C | 12.6% | nt | nt | nt | 0.2% | nt | -10.4% | nt | 4.6%
FC(F)(F)c1ccc(Cl)c(NC(=S)N/N=C/c2ccccc2C(F)(F)F)c1 | -5.8% | -0.1% | -3.6% | 1.0% | 3.6% | i | 3.9% | 1.7 | 0.0%
Cc1noc(C)c1COc1ccc(C(=O)NCCc2ccc(F)cc2)cc1 | ? | -1.7% | -3.3% | -1.7% | 3.0% | i | -1.6% | -0.3 | -13.7%
CC1=C(C(=O)OC(C)C)C(c2ccccc2)NC(=S)N1C (stereo not given) | -26.3% | -11.8% | 8.4% | -0.5% | 0.0% | i | -4.0% | -1.6 | ?
CC(/C=C/c1ccco1)=N\NC(=O)COc1ccc(C)c(C)c1 | ? | 6.2% | -0.3% | -1.1% | 27.1% | i | 3.7% | 0.5 | -0.8%
Cc1cc(S(=O)(=O)Nc2ccc(C(=O)N3CCN(C(=O)c4ccco4)CC3)cc2)ccc1F | ? | 0.5% | 0.9% | -24.6% | -0.3% | i | -3.6% | -1.5 | -1.9%
COc1ccccc1Oc1nc(-c2ccccc2)cc(C)c1S(C)(=O)=O | nt | 4.7% | 12.6% | -2.1% | 0.3% | i | 0.7% | -4.6 | ?
Cc1ccc(C(=O)N/C(=C\c2ccc(-c3ccc(Cl)cc3)o2)C(=O)NCCCN(C)C)cc1 | -7.2% | -8.4% | -1.6% | -1.7% | 4.7% | i | 0.8% | -0.5 | ?
O=C(NN1CCCCC1)c1cccc2ccccc12 | -17.3% | 13.4% | 7.8% | 2.6% | -0.8% | i | -2.6% | -1.2 | 2.0%
CCN(CC(=O)Nc1c(F)cccc1F)C(=O)c1ccc(C#N)cc1 | 7.7% | 3.6% | -0.2% | 1.2% | -1.0% | i | -0.8% | -0.9 | 3.7%
O=[N+]([O-])c1cc(-c2csc(NCCc3nc4cc(Cl)c(N5CCCCC5)cc4n3CCCO)n2)ccc1Cl | 10.3% | 0.4% | 10.1% | nt | 7.8% | i | -8.2% | 0.4 | -28.3%
CC[C@H](C)[C@H](NC(N)=O)C(=O)OCC(=O)NCc1ccc(Cl)cc1 | 12.3% | 7.1% | 10.0% | -5.6% | 0.1% | i | 2.1% | 0.7 | -1.0%
CCOc1ccccc1NCc1cc(=O)oc2cc(C)c(O)cc12 | 0.9% | 9.5% | -1.1% | -3.2% | 0.3% | i | 0.7% | -1.6 | -2.7%
O=C(Nc1ccc(Cl)cc1)Nc1cc(S(=O)(=O)N2CCOCC2)ccc1N1CCCC1 | -1.4% | -2.6% | 9.0% | -4.2% | -0.4% | i | -5.2% | -1.8 | ?
Cc1cc2cc(CN(Cc3cccs3)C(c3nnnn3C(C)(C)C)C(C)C)c3nnnn3c2cc1C (stereo not given) | 15.3% | 1.8% | 4.4% | -2.2% | -0.2% | i | 0.8% | -1.4 | 19.0%
O=S(=O)(Nc1ccc2c(c1)OCCO2)c1cccc2nsnc12 | 17.7% | -3.9% | 13.7% | 1.1% | 2.4% | i | 10.2% | -2.3 | -2.2%
COc1ccc([C@H]2CC(=O)C=C(/C=C/Cc3ccccc3)C2)cc1 | ? | 5.1% | 12.4% | -2.1% | ? | i | -16.0% | -0.9 | -18.1%
Cc1nc(CNC(=O)C2CCC(=O)N(Cc3cccc(F)c3)C2)sc1C (stereo not given) | -1.1% | 1.8% | 3.7% | 1.7% | -0.6% | i | 0.6% | -0.8 | 74.2%[activator]
NC(=O)C1CCCN(C(=O)NC2CCCCC2)C1 (stereo not given) | nt | 10.5% | 3.4% | -0.5% | -0.7% | i | 0.5% | -0.7 | 3.8%
O=C(O)C1Cc2ccccc2CN1C(=O)CCl (stereo not given) | ? | -4.1% | 10.9% | -2.4% | 0.7% | i | -6.6% | -4.4 | -1.7%
C=CCn1c(P(=O)(O)c2ccccc2)nc2ccccc21 | 0.9% | 2.3% | 4.6% | 0.5% | 0.2% | i | -0.4% | 0.4 | -1.3%
Cc1c(CCC(=O)NCCCN2CCCC2=O)c(=O)oc2c(C)c(O)ccc12 | 4.8% | 10.2% | 2.8% | -9.1% | 0.3% | i | 11.2% | -0.8 | -2.2%
Brc1ccc(-c2nnc(-c3cccnc3)o2)cc1 | ? | 0.2% | 12.6% | nt | 8.5% | i | 1.4% | -1.4 | 26.2%
Cc1onc(-c2c(F)cccc2Cl)c1C(=O)NNC(=O)C1CCN(Cc2ccccc2)CC1 | 0.7% | 4.6% | 13.9% | -6.1% | -0.6% | i | 2.0% | -0.6 | 44.6%[activator]
CCC(=O)Nc1ccc2nc(C3CC3)n(Cc3ccc(C(C)(C)C)cc3)c(=O)c2c1 | 0.0% | 1.3% | -9.4% | 1.2% | -0.3% | i | 8.7% | 1.1 | 14.0%
NN=C1c2ccccc2C(=O)C1C(=O)C(c1ccccc1)c1ccccc1 (stereo not given) | 0.4% | 5.0% | 3.2% | nt | 3.3% | i | ? | -8.6 | 151.5%[activator]
CC(=O)NC(CC(=O)Nc1ccc(S(=O)(=O)N2CCCC2)cc1)c1ccccc1 (stereo not given) | -5.6% | 4.5% | 1.6% | -0.3% | -0.9% | i | 9.1% | 2.0 | -4.0%
Cc1ccc(S(=O)(=O)NCCC(=O)N2CC(C)OC(C)C2)cc1C (stereo not given) | -2.8% | -17.2% | 4.6% | -5.3% | -0.5% | i | 1.3% | -0.4 | 5.9%
CCc1cccc(NC(=O)CCS(=O)(=O)c2ccc(Br)cc2)c1 | -1.6% | 2.0% | -16.6% | 0.7% | 2.1% | i | 0.6% | -3.2 | -11.0%
COc1ccc(NC(=O)Cc2cccs2)cc1S(=O)(=O)N1CCCCC1 | -0.8% | 17.9% | 8.2% | 3.1% | 0.6% | i | -0.4% | 3.4 | ?
CCc1ccc(-n2nc(C)c3c(C(=O)N4CCN(c5cccc(Cl)c5)CC4)cc(C)nc32)cc1 | ? | nt | nt | nt | 0.9% | nt | 1.9% | nt | -2.4%
Cc1cccc(S(=O)(=O)N2CCCc3ccccc32)c1 | -13.1% | ? | 9.6% | -11.6% | 0.2% | i | 6.1% | -1.3 | -5.7%
Clc1ccc(-c2nnc(SCc3cn4ccsc4n3)n2CC2CCCO2)cc1 (stereo not given) | -12.4% | -0.3% | 7.1% | 0.1% | 0.2% | i | -4.7% | -2.4 | 3.2%
CCn1ccnc1CN(C)Cc1nc(-c2ccc(C(=O)OC)cc2)no1 | 10.8% | 11.4% | -4.7% | -0.4% | -0.8% | i | -1.7% | -1.3 | -0.2%
C/C(Cl)=C/Cn1c(NCCN(C)C)nc2c1c(=O)n(C)c(=O)n2C | 1.0% | 11.5% | -5.9% | 1.2% | -0.5% | i | 8.3% | -0.8 | 7.8%
COc1ccccc1N1CCN(CC(=O)Nc2c(C)n(C)n(-c3ccccc3)c2=O)CC1 | -2.9% | 3.8% | 9.1% | -4.2% | -0.2% | i | -2.3% | 1.6 | -3.2%
COCCNCCCCOc1c(Cl)cc(C)cc1Br | 1.9% | 11.6% | 7.0% | 0.0% | -0.8% | i | -4.5% | 0.5 | -10.2%
CCOC(=O)N1CCC(N(CCN(C)C)C(=S)Nc2ccccc2OCC)CC1 | -7.3% | 1.4% | 1.8% | 1.5% | 3.4% | i | -3.5% | 2.5 | -17.2%
C=CCC[C@@H](Cc1ccc(F)cc1)C(=O)O[C@H](CNC(=O)[C@H](CC=C)CC(=O)N(CCO)Cc1ccccc1)c1ccccc1 | 18.4µM* | -16.2% | -1.0% | 1.1% | -4.9% | i | ? | -0.7 | ?
Cc1cc(C)cc(NC(=O)COC(=O)CCn2c(C)csc2=O)c1 | 2.2% | -8.1% | 0.6% | 0.0% | 0.2% | i | -3.2% | 1.4 | 1.0%
O=S(=O)(c1cc(F)ccc1F)N1CCC2(CC1)OCCO2 | 3.9% | -9.1% | -4.7% | 0.2% | -0.6% | i | 2.2% | 1.5 | 9.8%
Cc1onc(-c2ccccc2)c1C(=O)N1CCCC1 | -4.5% | -0.3% | 3.1% | -0.5% | -0.1% | i | -7.3% | -0.3 | 23.4%
COc1ccc2c(c1)c(N=NC(N)=S)c(O)n2CC(=O)c1ccccc1 | -26.0% | 0.7% | 10.7% | -0.5% | 2.6% | i | -11.5% | -2.5 | -4.3%
